Vif-APOBEC3F blk: qHTS for Inhibitors of Vif-A3F Interactions: qHTS; HeLa A3F-eYFP + Vif (tagged APOBEC3F with the HIV-1 protein that degrades it), YFP fluorescence increase; Potency, µM (doses to about 46.1 µM), for inactives: at the top dose activity, negative = active; hit rate 0.2% among 390,000; AID 602313, 2012; note: % of control where 0% means no effect; nearly all actives have a fitted effect of over 65% in size
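HeLa cells stably expressing Vif plus C-terminally eYFP-tagged A3F were seeded, incubated overnight at 37 deg C, dosed with compound, incubated overnight again at 37 deg C. Yellow fluorescence (Ex 488/Em 500-530) reported blocked Vif-mediated A3F-eYFP degradation.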
ALOX12 inh: Primary qHTS assay for inhibitors of human arachidonate 12S-lipoxygenase (ALOX12): Round 2. Polyunsaturated fatty acid lipoxygenase ALOX12 (Homo sapiens), P18054. purified 12hLO, xylenol orange hydroperoxide absorbance. Potency, µM (doses to about 108 µM), without a hit: at the top dose activity change, negative = inhibition, most hits filed as inhibitors. hit rate 1.1% among 580,000. AID 1671190, 2021; note: % is set by controls: 0 for no effect and ±100 for the full control effect
Target sequence (P18054 whole entry, looked up): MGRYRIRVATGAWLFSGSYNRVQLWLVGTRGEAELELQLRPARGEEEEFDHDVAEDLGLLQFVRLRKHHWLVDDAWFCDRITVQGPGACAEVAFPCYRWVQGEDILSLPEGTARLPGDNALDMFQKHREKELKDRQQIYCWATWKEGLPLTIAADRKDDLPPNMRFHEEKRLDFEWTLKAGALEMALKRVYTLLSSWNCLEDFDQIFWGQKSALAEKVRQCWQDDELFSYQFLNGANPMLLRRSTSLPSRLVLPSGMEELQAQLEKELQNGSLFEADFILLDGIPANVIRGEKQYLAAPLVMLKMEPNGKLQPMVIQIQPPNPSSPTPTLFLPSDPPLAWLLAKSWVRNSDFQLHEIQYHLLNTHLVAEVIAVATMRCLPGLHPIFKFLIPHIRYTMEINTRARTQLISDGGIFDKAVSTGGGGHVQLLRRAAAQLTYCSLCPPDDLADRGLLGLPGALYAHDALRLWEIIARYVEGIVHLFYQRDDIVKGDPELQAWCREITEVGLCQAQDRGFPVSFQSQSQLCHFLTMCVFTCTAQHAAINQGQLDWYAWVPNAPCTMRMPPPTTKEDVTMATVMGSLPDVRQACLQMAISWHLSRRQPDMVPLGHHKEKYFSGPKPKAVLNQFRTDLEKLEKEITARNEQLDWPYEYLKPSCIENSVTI
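Purified human 12hLO at 150 nM in 25 mM Hepes, 0.01% Triton X-100, pH 7.0, preincubated 15 min at room temperature with compound. Reaction started with 40 uM arachidonic acid, 30 min at room temperature. Hydroperoxide measured by Fe-xylenol orange, 573/405 nm absorbance ratio.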
Vif-APOBEC3G blk: qHTS for Inhibitors of Vif-A3G Interactions: qHTS. DNA dC->dU-editing enzyme APOBEC-3G (Homo sapiens), Q9HC16. HeLa A3G-eYFP + Vif (tagged APOBEC3G with the HIV-1 protein that degrades it), YFP fluorescence, overnight. Potency, µM (series often up to 46.1 µM), for the others: at the highest dose activity, negative = active, hits mostly inhibitors. hit rate 0.076% among 410,000. AID 602310, 2012;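 note: % is set by controls: 0 for no effect and ±100 for the full control effect; nearly all actives have a fitted effect of over 60% in size; hits raise eYFP signal because A3G escapes Vif-driven loss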
Target sequence (Q9HC16 whole entry, looked up): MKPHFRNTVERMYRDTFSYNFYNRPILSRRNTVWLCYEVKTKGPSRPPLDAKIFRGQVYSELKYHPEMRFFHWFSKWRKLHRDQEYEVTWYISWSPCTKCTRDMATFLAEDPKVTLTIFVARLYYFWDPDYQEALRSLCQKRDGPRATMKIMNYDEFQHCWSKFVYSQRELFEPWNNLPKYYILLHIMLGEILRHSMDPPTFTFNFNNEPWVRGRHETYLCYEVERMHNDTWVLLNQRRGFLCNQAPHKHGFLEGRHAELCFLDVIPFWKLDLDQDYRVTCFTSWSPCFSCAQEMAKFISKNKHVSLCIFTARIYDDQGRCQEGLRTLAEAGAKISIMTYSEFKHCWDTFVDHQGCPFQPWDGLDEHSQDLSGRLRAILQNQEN
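HeLa cells stably expressing Vif and C-terminally eYFP-tagged A3G, seeded overnight at 37 deg C, then exposed to compound by pintool overnight at 37 deg C. Rise in yellow fluorescence (Ex 488/Em 500-530, Acumen) marks blocked Vif-driven A3G degradation.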
RXFP1 ag: qHTS Assay for Agonists of the Relaxin Receptor RXFP1; HEK293T-RXFP1 cAMP TR-FRET, 30 min; response scale: percent of porcine relaxin response, buffer zero; AID 2676, 2010; Relaxin receptor 1 (Homo sapiens), Q9HBX9; hit rate 0.3% among 370,000; Potency, µM (series often up to 57.5 µM), inactives show top-dose activation, most hits filed as activators; note: % is set by controls: 0 for no effect and ±100 for the full control effect; nearly all actives have a fitted effect of over 60% in size; many of its hits are not listed in these tables
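HEK293 cells stably expressing RXFP1, treated 30 min at 37C with compounds plus PDE4 inhibitor Ro 20174; cAMP measured by HTRF TR-FRET. Normalized to buffer and 29 nM porcine relaxin; EC50 by Hill fit.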
TrxR1 inh: qHTS Assay for Inhibitors of Mammalian Selenoprotein Thioredoxin Reductase 1 (TrxR1): qHTS | Potency, µM (top dose mostly 114 µM), without a hit: at the top dose activity change, negative = inhibition, most hits filed as inhibitors | recombinant rTrxR1, NADPH fluorescence consumption, selenite substrate | AID 588453, 2011 | hit rate 1% among 390,000; note: % is set by controls: 0 for no effect and ±100 for the full control effect; nearly all actives have a fitted effect of over 65% in size
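Rat TrxR1 (90 nM in the dispensed reagent) was pre-reduced with 400 uM NADPH for 5 min at room temperature, then incubated with compound for 15 min. After 400 uM selenite was added, NADPH fluorescence (Ex 340/Em 450 nm) was followed for 8 min.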
mIDH1 inhibitor: qHTS for Inhibitors of mutant isocitrate dehydrogenase 1 (IDH1): qHTS; Isocitrate dehydrogenase [NADP] cytoplasmic (Homo sapiens), O75874; IDH1-R132H enzyme, NADPH consumption, diaphorase/resazurin fluorescence; Potency, µM (series often up to 76.6 µM), inactives show at the top dose activity change, negative = inhibition, usual class: inhibitors; hit rate 0.093% among 390,000; AID 602179, 2012; note: % is set by controls: 0 for no effect and ±100 for the full control effect; nearly all actives have a fitted effect of over 65% in size
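IDH1-R132H (0.5 ug/mL) preincubated 30 min with compound, then NADPH (0.016 mM) and alpha-KG (2 mM) added; 80 min at RT, pH 7.5. Remaining NADPH coupled via diaphorase/resazurin to fluorescence (540/590 nm); concentration-response curves normalized to no-enzyme control.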
TrxR1 substrate: qHTS Assay for Substrates of Mammalian Selenoprotein Thioredoxin Reductase 1 (TrxR1): qHTS | Thioredoxin reductase 1, cytoplasmic (Rattus norvegicus), O89049 | purified TrxR1 substrate turnover, NADPH consumption readout | Potency, µM (top dose mostly 114 µM), for the others: at the top dose activity change, negative = substrate turnover | hit rate 0.01% among 390,000; note: % is set by controls: 0 for no effect and ±100 for the full control effect; nearly all actives have a fitted effect of over 50% in size
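Rat TrxR1, dispensed at 90 nM, was prereduced with 400 uM NADPH (final) for 5 min at ~22 deg C, then incubated with compound 15 min before 400 uM selenite. A first-read NADPH fluorescence drop versus no-compound background flagged substrates.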
USP1-UAF1 inh: Inhibitors of USP1/UAF1: Primary Screen; recombinant USP1/UAF1, Ub-Rhodamine cleavage fluorescence; hit rate 0.23% among 390,000; Ubiquitin carboxyl-terminal hydrolase 1 (Homo sapiens), O94782; Potency, µM (doses to about 57.1 µM), without a hit: at the highest dose activity change, negative = inhibition, hits mostly inhibitors; note: % is set by controls: 0 for no effect and ±100 for the full control effect; nearly all actives have a fitted effect of over 60% in size; inactives centre near -12
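High-throughput fluorogenic screen: 1nM USP1/UAF1 complex, Ub-Rho substrate 150nM final, 50mM HEPES pH 7.8 with 0.5mM EDTA, 0.1 mg/ml BSA, 1mM TCEP and 0.01% Tween-20.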
RGS4 inh: Inhibitors of Regulator of G Protein Signaling (RGS) 4: qHTS. Regulator of G-protein signaling 4 (Homo sapiens), P49798. Transcreener GDP fluorescence polarization, RGS4-accelerated GTP hydrolysis. Potency, µM (highest dose often 114 µM), without a hit: at the highest dose activity change, negative = inhibition, hits mostly inhibitors. hit rate 0.039% among 390,000; note: % is set by controls: 0 for no effect and ±100 for the full control effect; nearly all actives have a fitted effect of over 75% in size; some results filed as inactive show a strong effect at the top dose
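MLSMR compounds (23 nl, pin-transferred) preincubated 10 min at room temperature with a 500nM (2x) first reagent, then RGS4 at 900nM (2x) plus Transcreener GDP mix added; fluorescence polarization (620/688 nm) read before and after 90 min at 30 °C.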
Numbers without * were called inactive; ? = inconclusive; . = no result given; & = joins results of further samples; [ ] = another dose, or the depositor's remark. Calls come from the whole dose curve; as a rule, active = well fitted curve in the direction sought with a large enough effect; inconclusive = small, poorly fitted or top-dose-only effect, or another doubt; inactive = no such curve, though single readings can be large; an effect the other way counts as inactive or inconclusive. Potency is the fitted concentration of half-maximal effect. Not all compounds are listed (hit frequency here may not be typical).

SMILES | Vif-APOBEC3F blk | ALOX12 inh | Vif-APOBEC3G blk | RXFP1 ag | TrxR1 inh | mIDH1 inhibitor | TrxR1 substrate | USP1-UAF1 inh | RGS4 inh
COc1ccccc1NC(=O)COc1ccc(/C=N/NC(=O)CSCc2cc(C)cc(C)c2)cc1 | -12.4% | 4.8% | 0.8% | 0.1% | 13.1% | -4.5% | 2.3% | -20.6% | 7.7%
CC1=C(C(=O)N(C)C)CC(CC(=O)NCC2CCCCC2)C(=O)N1CCC1=CCCCC1 (stereo not given) | -2.3% | -1.4% | 0.2% | . | . | 2.4% | . | -27.9% | .
Cc1ccc(CNC(=O)CCCCn2c(=O)c3ccccc3n(Cc3ccc(Cl)cc3)c2=O)cc1 | -6.8% | -5.6% | 3.9% | 1.3% | 1.9% | 0.0% | 8.1% | -19.7% | 1.8%
Cc1ccc(C(=O)NNC(=O)CCCN2C(=O)/C(=C/c3ccccc3Cl)SC2=S)cc1 | -14.1% | -5.0% | -12.8% | 1.4% | -12.7% | 0.8% | -8.4% | -15.3% | -6.6%
CC1(OC(=O)C2CCCC2)C(=O)C=C2C=C3CCCCN3C=C2C1=O (stereo not given) | 5.1% | . | -0.7% | 0.0% | 4.1%[57.1 µM] | 0.6% | 4.0%[57.1 µM] | -7.7% | 32.2%
CCN(CC(=O)Nc1ccc(NC(C)=O)cc1)C(=O)c1ccc(N(C)S(=O)(=O)c2ccc(C)cc2)cc1 | -0.7% | -10.0% | -2.9% | . | 22.4% | -12.7% | 4.7% | -16.7% | 2.8%
CCOC(=O)c1ccc(NC(=O)c2c(NCc3cccs3)sc3c2CCCC3)cc1 | 3.4% | -28.7% | 5.3% | -1.3% | 0.5%[57.1 µM] | 8.5% | -3.1%[57.1 µM] | -22.5% | -38.0%
O=C(c1ccc(CS(=O)(=O)c2ccccc2)o1)N1CCN(c2ncccn2)CC1 | -11.4% | -3.7% | 0.1% | 3.6% | ? | -3.8% | 6.0%[57.1 µM] | -3.8% | -8.8%
C[C@H](CO)N1C[C@H](C)[C@@H](CN(C)C(=O)Nc2ccc3c(c2)OCO3)Oc2c(NC(=O)C3CC3)cccc2C1=O | 2.9% | -4.5% | 0.8% | . | -1.2% | -4.1% | -3.2% | 1.3% | 9.7%
CN(C)CCNC(=O)c1ccc(Sc2ccc(Br)cc2)c([N+](=O)[O-])c1 | -18.1% | ? | -4.7% | 2.8% | 6.1%[57.1 µM] | 2.2% | -2.3%[57.1 µM] | -19.7% | -22.3%
O=C(NC(=S)NCCc1ccccc1)c1cccc(Cl)c1 | -19.5% | ? | 1.9% | -0.8% | -44.5% | -2.9% | 1.1%[57.1 µM] | -6.0% | -11.8%
COc1ccc(S(=O)(=O)Cc2ccc(C(=O)NC3CCCCCC3)o2)cc1 | 2.2% | 14.6% | 5.2% | 2.4% | -3.4% | 0.0% | -3.8% | -2.9% | -9.4%
Cc1ccc(S(=O)(=O)N2CCCC(c3nc4c(nnn4Cc4ccc(OC(F)(F)F)cc4)c(=O)[nH]3)C2)cc1 (stereo not given) | -0.5% | -27.8% | -3.2% | -1.2% | 6.4% | -4.0% | -3.3% | -29.8% | 1.7%
COCCNc1oc(COc2cccc(C)c2)nc1C#N | . | 12.1% | -0.4% | 0.1% | -14.5% | 2.3% | -4.9% | -9.4% | -33.8%
O=C(N/N=C/c1ccc(OC(=O)c2ccco2)cc1)c1ccccn1 | -11.3% | 3.2% | 11.1% | -1.6% | -1.7% | 0.0% | -0.5% | -19.8% | 7.0%
O=C(CNC(=O)c1cccs1)NCCN1CCN(Cc2ccccc2)CC1 | -0.9% | -16.4% | 0.6% | 1.2% | 21.1% | -1.3% | 10.6% | ? | 21.9%
CCc1nnc(NC(=O)CSCc2cc(=O)n3nc(C)sc3n2)s1 | -14.8% | -11.0% | 0.2% | 7.0% | 9.3% | 0.0% | 51.7%[activator] | -21.0% | -46.9%[56.9 µM]
CCCCC1=NN(C(=O)c2ccncc2)C(O)(C(F)(F)F)C1 (stereo not given) | 9.2% | 13.0%&127.5% | 2.4% | 0.5% | 1.4%[57.1 µM] | 1.1% | 3.4%[57.1 µM] | 1.8% | 1.1%
COc1ccccc1OC(=O)CN1C(=O)c2ccccc2C1=O | -1.5% | -17.8% | 1.0% | 0.0% | 1.4%[57.1 µM] | 6.0% | 5.3%[57.1 µM] | 7.8% | -8.8%
Cc1ccccc1OCC(=O)N/N=C1\CCOc2c(C)cccc21 | -0.3% | 17.4% | -0.4% | 1.9% | 33.5% | 0.0% | 10.6% | -16.6% | 16.8%
O=C(NC(Cc1ccccc1)C(=O)O)/C(=C\c1ccc(Cl)cc1)NC(=O)c1ccccc1 (stereo not given) | 0.6% | ? | -0.7% | -1.9% | 2.7%[57.1 µM] | 6.0% | -0.2%[57.1 µM] | -20.9% | 2.1%
O=C(CSc1nc(-c2ccc(F)cc2)cs1)N1CCOCC1 | -2.6% | 4.0% | -7.1% | 2.1% | -15.4%[57.1 µM] | 1.0% | 3.6%[57.1 µM] | 2.3% | 6.3%
COc1ccc(C(=O)Nc2nnc(-c3cccs3)s2)cc1 | -3.7% | 8.0% | ? | 1.3% | 4.2%[57.1 µM] | 9.2% | 21.0%[57.1 µM] | -5.2% | -8.4%
CS(=O)(=O)c1ccc(-n2nnc3ccccc32)c([N+](=O)[O-])c1 | 1.2% | -6.8% | -0.1% | 0.9% | 26.9% | 0.0% | 2.3% | -12.7% | 5.5%
O=C(Nc1ccccc1N1CCOCC1)c1ccccc1NS(=O)(=O)c1ccc(F)cc1 | 5.6% | ? | -0.9% | 1.9% | 10.0% | -1.6% | -0.5% | -2.5% | 11.2%
CCN(CC)CCNc1c(C)cc(CO)c(Cl)c1C | -9.7% | 1.1% | 3.0% | . | . | 7.9% | . | -0.7% | .
O=S(=O)(NCc1ccccc1F)c1cccc(S(=O)(=O)N2CCOCC2)c1 | 7.8% | 0.4% | 10.7% | -0.2% | 16.1% | 0.3% | 4.0% | -18.4% | -3.1%
COc1ccc(/C=C/C(=O)OCC(=O)c2cc(C)ccc2C)cc1 | -9.3% | 2.0% | -15.3% | . | . | -8.5% | . | -12.4% | .
CC(=O)Nc1ccc(C(=O)NCC(=O)OCc2c(F)cccc2Cl)cc1 | -5.4% | -4.6% | -5.1% | 0.1% | 24.6%[57.1 µM] | -6.7% | 9.5%[57.1 µM] | -14.9% | 12.1%
CSc1ncc(CN2CCN(C3CCN(C(C)C)CC3)C(CCO)C2)cn1 (stereo not given) | 1.0% | 0.0% | 0.1% | 0.2% | 25.6%[57.1 µM] | 14.0% | -9.5%[57.1 µM] | 0.3% | -23.6%
Cc1cc(CNC(=O)COc2ccc(F)cc2F)c2ccccc2n1 | -0.9% | 1.4% | 0.0% | 4.3% | 16.6%[57.1 µM] | -3.0% | 3.6%[57.1 µM] | -12.4% | -29.1%
COC(=O)NCC(c1ccc2c(c1)OCO2)N1CCN(c2ccc(OC)cc2)CC1 (stereo not given) | -2.7% | -4.6% | 0.1% | 1.6% | 28.7% | -5.9% | 1.4% | -9.9% | 22.0%
CCC(C(=O)N1CCN(C(=O)c2ccco2)CC1)n1sc2ccccc2c1=O (stereo not given) | 1.9% | -10.2% | 5.8% | 1.5% | -13.3% | -3.4% | 0.2% | -7.6% | -13.2%[56.9 µM]
Cc1ccc(S(=O)(=O)CC(=O)N2CCOCC2)cc1 | 9.2% | 14.0% | -2.7% | -0.4% | 13.8%[57.1 µM] | 7.1% | 10.1%[57.1 µM] | -18.5% | -16.6%
CCCOc1ccc(C(C)=O)cc1Cc1c(O)nc(SC)[nH]c1=O | 10.8% | -2.8% | -15.7% | 0.6% | -3.4% | -0.7% | -7.3% | -13.4% | -9.0%
c1ccc2c(OCCCCN3CCOCC3)cccc2c1 | 8.2% | ? | -2.4% | -0.7% | -8.9%[57.1 µM] | 2.4% | 4.7%[57.1 µM] | -3.8% | -14.0%
Cc1ccc(C(=O)N/C(=C\c2ccco2)C(=O)N2CCSCC2)cc1C | 9.3% | 14.6% | -10.5% | -0.4% | -8.1% | -14.1% | -7.2% | -3.9% | -8.0%

Source: PubChem (National Center for Advancing Translational Sciences (NCATS))
